Assay outcomes as filed in PubChem BioAssay.
BRCA1 expr act = qHTS Assay to Identify Small Molecule Activators of BRCA1 Expression; MCF7-BRCA1-FFLuc reporter, luminescence, 48 h; response scale: scaled: vehicle 0%, 10 µM genistein 100%; Potency, µM (series often up to 46.1 µM), for the others: at the highest dose activation, actives largely listed as activators; AID 624202, 2012; hit rate 1.1% among 380,000; active = well fitted activation curve with a large enough effect; note: nearly all actives have a fitted effect of over 80% in size; some results filed as inactive show a strong effect at the top dose
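Compounds are tested at multiple concentrations on MCF7 BRCA1-luciferase reporter cells seeded at 2000 per well; after 48 h, a single luminescence end-point is taken and curves fitted to the normalized data.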
An asterisk follows results filed as active. Potency is the fitted concentration of half-maximal effect.

SMILES	BRCA1 expr act
COc1ccc(/C(N)=N/OC(=O)c2ccc3ccccc3c2)cc1OC	31%
CCCCC(=O)N(C)c1c(C)nc2ccc(C(=O)Nc3cccc(NS(C)(=O)=O)c3)cn12	18%
COc1ccc(S(=O)(=O)NC(=O)C2(C)CCN2C(=O)Cc2ccccc2)cc1OC (configuration not stated)	9%
O=[N+]([O-])c1ccc(/C=N\N2CCN(Cc3ccccc3Cl)CC2)cc1	-7%
O=C(Nc1nnc([C@H]2C[C@H](O)[C@@H](CO)O2)s1)Nc1ccccc1Oc1ccccc1	21%
CCOC(=O)C(=O)N(C)c1c(CC)nc2c(OCCC3CCCCC3)cccn12	1%
Cn1c(=O)c2c(ncn2CC(=O)OCC(=O)NCc2ccc(F)cc2)n(C)c1=O	-3%
CCc1ccc(-c2nc3c(=O)n(C)c(=O)nc-3n(CC)n2)cc1	-80%
O=S1(=O)CCN(CCCCc2ccccc2)CC1	21%
CCCC(=O)N1CCC1(C)C(=O)NS(=O)(=O)c1cccc(Cl)c1 (configuration not stated)	11%
CC(=O)NC(c1ccc(F)c(F)c1)c1nc(-c2cnn(C)c2)cs1 (configuration not stated)	7%
CC(C)c1ccc(CC(=O)N2CCC2(C)C(=O)NS(=O)(=O)c2ccc(C(C)(C)C)cc2)cc1 (configuration not stated)	1%
Cc1cccc(C)c1Cn1c(C)c(C(=O)NCCC#N)sc1=O	12%
O=C(c1[nH]c(C(F)(F)F)nc1-c1ccccc1)N1CCCCC1	9%
CC(C)(C)S(=O)N1Cc2cc(C(=O)N[C@@H]3CCN(Cc4ccccc4)C3)nc(-c3cccc(-c4cc5ccccc5o4)c3)c2[C@@H]1CCO (some centres not stated)	-25%
CN(C)C(=O)c1cccc(-c2cnc3cccnn23)c1	23%
O=c1c2ccccc2sn1-c1ccccc1F	14%
N#Cc1ccc(S(=O)(=O)N2CCN(c3nc(-c4cccs4)nc4ccccc34)CC2)cc1	-5%
CCCCCCn1cc(CN2CC(N3CCN(Cc4ccccc4F)CC3)CS2(=O)=O)nn1 (configuration not stated)	-3%
OCCc1ccc(NCCc2cccs2)cc1	8.9µM*
O=C(C[n+]1cc(Br)cc2ccccc21)c1ccc(O)c(O)c1	-49%
COc1ccc(NC(=O)c2sc(=O)n(Cc3cccc(C(F)(F)F)c3)c2C)cc1OC	-29%
Cc1ccc(Cl)cc1-c1cc(C(=O)NCc2cccc(Cl)c2)[nH]n1	-7%
CCCCOc1ccc(C(N)=O)cc1	0%
FC(F)(F)c1cc(Cl)c2nc(-c3ccccc3)c(Cc3ccccc3)n2c1	15%
Cc1ccccc1NC(=O)COC(=O)COc1ccc2ccc(=O)oc2c1	-4%
Cc1cnc(C)c(Nc2nc(C(N)c3ccccc3)cs2)n1 (configuration not stated)	-32%
O=[N+]([O-])c1ccc(C=NN2CCOCC2)s1	5%
Cc1ccc(C(=O)NCC(=O)N2CCN(c3ccccc3O)CC2)s1	-14%
Cc1ccccc1OCCC(=O)Nc1ccc(S(=O)(=O)N2CCCC2)cc1	-10%
C=CCC[C@@H](CCCCC)OC(=O)/C=C/[C@H](O)[C@@H](O)C[C@H](O)CC=C	-6%
Cc1ccsc1C(=O)N1CCC1(C)C(=O)Nc1ccc2c(c1)OCCO2 (configuration not stated)	3%
CCNC(=O)C1CCCN(C(=O)c2ccc3c(c2)CCO3)CC1 (configuration not stated)	1%
Cc1cc(C)c2c(CN3CCN(c4ccccc4)CC3)cc(=O)oc2c1	3%
CCCNC(=O)N(C)C[C@@H]1Oc2cc(C#CC(C)(C)O)ccc2S(=O)(=O)N([C@H](C)CO)C[C@H]1C	2%
CCn1nccc1NC(=O)c1csc([C@H]2C[C@H](O)[C@@H](CO)O2)n1	9%
O=C(NCC1CC1)c1csc(COCCO)n1	24%
O=C(Nc1ccc(F)c(Cl)c1)c1cc(C2CCCCN2C(=O)c2ccc3c(c2)CCO3)on1 (configuration not stated)	0%
Clc1nnc(NC2CCCCC2)c(Cl)c1Cl	3%
Cc1csc(SCC(=O)Nc2cc(F)ccc2C)n1	-3%
Cc1cc(Br)cn2c(Cc3ccccc3)c(-c3ccc(Cl)cc3)nc12	-19%
CCN(CC)C(=O)C1=C(C)N(CCCN2CCCC2=O)C(=O)C(CC(=O)NCCN2CCOCC2)C1 (configuration not stated)	8%
C=C(C(=O)O)c1ccc2ccccc2c1	3%
CCOC(=O)C1(C)CCN1C(=O)c1cccnc1Oc1ccccc1 (configuration not stated)	6%
CCN(CC(=O)Nc1c(F)cccc1F)C(=O)c1ccc(OC)c(S(=O)(=O)NC2CCCC2)c1	26%
C#CC1(NC(=S)Nc2cccc(OC)c2)CCCCC1	0%
NC(COCc1ccccc1)c1csc(Nc2ccc(C(F)(F)F)cn2)n1 (configuration not stated)	0%
CC(C)C[C@H]1CN(CCCC[C@H]2CNC(=O)C(=O)N2CCc2ccc(O)cc2)C(=O)C(=O)N1CCc1ccccc1	25%
Cc1ccc(-c2nc(SC(C)C(=O)NC3CC3)n[nH]2)cc1 (configuration not stated)	69%
Cc1cc2nc(C(C)(C)C)c(Cc3ccccc3)n2c(C)c1Br	-30%
O=C(C[n+]1cc(Br)cc(Br)c1)c1ccc2c(c1)CCCC2	0%
C[C@@H](c1ccccc1)N1C[C@@H](COCc2ccccc2)Oc2cc(N3CCC[C@@H]3CO)ccc2S1(=O)=O	0%
O=C(CC(CC(=O)c1ccccc1)c1ccco1)c1ccccc1	37%
CC1(Cc2ccccc2C#N)C(=O)Nc2ccc(-c3ccc4[nH]ccc4c3)cc21 (configuration not stated)	-53%
NC(COCc1ccccc1)c1csc(Nc2ccc(C(=O)NCCO)cc2)n1 (configuration not stated)	3%
Cc1ccsc1C(=O)N1CCC1(C)C(=O)NCCC#N (configuration not stated)	21%
COc1ccc(-n2c(=O)c(CCC(=O)N3CCN(c4cccc(OC)c4)CC3)nc3ccccc32)cc1	22%
CN(Cc1ccco1)C(=O)c1cccc(S(=O)(=O)N2CCN(Cc3ccccc3)CC2)c1	-2%
COc1ccc(C(=O)NCC(=O)OCC(=O)c2ccc3ccccc3c2)cc1	3%
Clc1ccc(-c2nc3c4ccccc4ccn3c2Cc2ccsc2)cc1	-48%

Grouped by structure: the compounds so far containing a nitro group on carbon.
SMILES	BRCA1 expr act
O=[N+]([O-])c1ccc(/C=N\N2CCN(Cc3ccccc3Cl)CC2)cc1	-7%
O=[N+]([O-])c1ccc(C=NN2CCOCC2)s1	5%

Following part:
SMILES	BRCA1 expr act
COc1ccc(NC(=O)N(C)C[C@H]2OCc3cnnn3CCCC(=O)N([C@@H](C)CO)C[C@H]2C)cc1	8%
C[C@@H](c1ccccc1)N1C[C@H](COCc2ccccc2)Oc2cc(N3CC[C@H](N(C)C)C3)ccc2S1(=O)=O	-3%
Cc1ccc(CN2C(=O)C(F)(F)Oc3ccc(C)cc32)cc1	12%
Cc1c(C(=O)NCc2ccccn2)sc(=O)n1Cc1ccc(-c2ccccc2)cc1	9%
CCCc1nc2c(C)cc(Br)cn2c1Cc1ccccc1C(F)(F)F	-14%
COc1ccc(C(C)(NC(C)=O)c2nc(-c3cccc(F)c3)cs2)cc1 (configuration not stated)	-5%
COc1cccc(C2=Cc3ccc(F)cc3C(CC(C)=O)N2c2ccc(-c3cc(OC)c(OC)c(OC)c3)cc2)c1 (configuration not stated)	-2%
N#Cc1cnc(=S)n(-c2cc(C(F)(F)F)cc(C(F)(F)F)c2)c1N	-16%
CC(=O)NCCNc1nc2cc(-c3ccccc3C)sc2c(=O)n1C	10%
O=C(OCC(=O)N1CCCCCC1)c1cc(S(=O)(=O)N2CCOCC2)ccc1F	1%
Cc1ccc(F)c(S(=O)(=O)NC(=O)C2(C)CCN2C(=O)CC2CCCCC2)c1 (configuration not stated)	7%
CCN(c1ccccc1)S(=O)(=O)c1ccc(C(=O)N2CCN(c3ccccc3F)CC2)cc1	-10%
CNC(=O)C[C@@H]1C(=O)N(CCc2ccccc2)CC1(C)C	-8%
O=C(c1ncn2c1c(=O)[nH]c1ccccc12)N1CCc2ccccc2C1	5%
O=C(NCc1cccnc1)c1cc(C2CCCN(S(=O)(=O)c3ccccc3)C2)on1 (configuration not stated)	-7%
CCOC(=O)N(C)c1c(CC)nc2c(OCc3cc(Cl)cc(Cl)c3)cccn12	-17%
Cc1ccc(S(=O)(=O)N2CCCCC2)cc1NC(=O)c1ccc(=O)[nH]c1	-2%
Cc1ccc(S(=O)ONc2cccc(NOS(=O)c3ccc(C)cc3)c2)cc1 (configuration not stated)	1%
C[C@@H]1CN([C@H](C)CO)C(=O)CCCn2nncc2CO[C@H]1CN(C)C(=O)Cc1ccccc1	11%
CCc1ccc(/C=C2\SC(=S)N(CCCC(=O)N3CCN(C)CC3)C2=O)cc1	-78%
CCc1nc2c(OCc3cccc(Cl)c3)cccn2c1N(C)C(=O)Nc1ccccc1OC	0%
CC(=O)N1CCC(C(=O)Nc2nnc(C(C)C)s2)CC1	0%
C[C@H](CO)NC(=O)c1nc[nH]c1C(=O)N[C@H](C)c1ccccc1	14%
CC(C)c1ccc(CN2CCC2(C)C(=O)Nc2ccc3c(c2)OCO3)cc1 (configuration not stated)	-22%
C[C@H](CO)N1C[C@H](C)[C@H](CN(C)C(=O)Nc2ccc(F)cc2)OCc2ccccc2-c2c(n(C)c3ccccc23)C1=O	-14%
C#CC(C)OCC1CNC(=S)O1 (configuration not stated)	2%
C[C@@H]1CCCCO[C@H](CN(C)C(=O)Cc2ccccc2)[C@@H](C)CN([C@H](C)CO)C(=O)c2cc(NC(=O)Nc3ccccc3)ccc2O1	-49%
CCCC(=O)Nc1c(-c2ccccc2)[nH][nH]c1=O	9%
COC(=O)[C@H](Cc1ccccc1)NC(=O)/C=C/[C@H]1O[C@@H](n2ccc(=O)[nH]c2=O)[C@H](O)[C@@H]1O	2%
CC1(Cc2cc(Cl)ccc2C(F)(F)F)C(=O)Nc2ccc(S(=O)(=O)NC3CCCCC3)cc21 (configuration not stated)	-39%
C[C@@H]1CN([C@@H](C)CO)C(=O)CCCn2nncc2CO[C@H]1CN(C)C(=O)Nc1ccccc1C(F)(F)F	9%
O=C(Nc1ccc(Cl)cc1)c1csc([C@H]2C[C@H](O)[C@@H](CO)O2)n1	0%
CC(=O)c1ccc(OCC(=O)OCC(=O)c2ccc(S(=O)(=O)N3CCCCC3)cc2)cc1	0%
CCNC(=O)C1(C)CCCN(CC(=O)c2ccccc2OC)C1 (configuration not stated)	3%
C[C@@H]1CN([C@H](C)CO)C(=O)c2c(c3ccccc3n2C)-c2ccccc2CO[C@H]1CN(C)Cc1cccc(C(=O)O)c1	-9%
OC(Cc1ccccc1)c1ncc(-c2ccc3ccccc3c2)[nH]1 (configuration not stated)	-36%
CCCNC(=O)C1(C)CCCN(C(=O)Cc2ccc(OC)cc2)C1 (configuration not stated)	-6%
CC(=O)c1ccc(N2CCN(C(=O)COc3ccc4ccccc4c3)CC2)cc1	-2%
CC(=O)Nc1cccc(-c2csc(C(O)c3ccccc3)n2)c1 (configuration not stated)	47%
CC1C(=O)N(Cc2cn(CC3CCCCC3)nn2)CCS(=O)(=O)N1Cc1ccc(-c2ccc(F)nc2)cc1 (configuration not stated)	2%
Cn1c(CC(O)c2nc3ccccc3n2C)nc2ccccc21 (configuration not stated)	1%
CCOC(=O)C1=C(COC(=O)/C=C/c2ccc(F)cc2)NC(=O)NC1C (configuration not stated)	-2%
O=C(N1CCOCC1)C12OC3CC(CC(C3)O1)O2	11%
CCCNC(=O)C1(C)CCN(C(=O)c2cc(F)cc(F)c2)C1 (configuration not stated)	3%
COCCn1c(SCC(=O)Nc2ccc3c(c2)OCCO3)nc2ccccc2c1=O	47%
CCCS(=O)(=O)NC(=O)C1(C)CCN(C(=O)C2(c3ccc(Cl)cc3)CCCC2)C1 (configuration not stated)	7%
CC(=O)Nc1ccc(NC(=O)C2(C)Cc3c(-c4cccc(C(N)=O)c4)ccnc3O2)cc1 (configuration not stated)	16%
O=C(Nc1ccc2c(c1)OCCO2)C1c2ccccc2OCC(=O)N1CCCN1CCOCC1 (configuration not stated)	13%
Cc1nc(NC(=O)C(C)(C)C)sc1C(=O)Cn1cc(CCCC#N)nn1	8%
CC1(C)OC(=O)C2=C(C[C@@H](C3CCCCC3)O[C@H]2c2ccc(F)cc2)O1	15%
CCN(CC)c1ccc(/C=N/NC(=O)c2nnn(-c3nonc3N)c2CN(C)C2CCCCC2)cc1	-29%
CCCCC[C@H](C)N1C[C@@H](COCc2ccccc2)Oc2cc(N3CCC[C@@H]3COC)ccc2S1(=O)=O	-10%

Grouped by structure: those above with a Cl atom
SMILES	BRCA1 expr act
O=[N+]([O-])c1ccc(/C=N\N2CCN(Cc3ccccc3Cl)CC2)cc1	-7%
CCCC(=O)N1CCC1(C)C(=O)NS(=O)(=O)c1cccc(Cl)c1 (configuration not stated)	11%
Cc1ccc(Cl)cc1-c1cc(C(=O)NCc2cccc(Cl)c2)[nH]n1	-7%
FC(F)(F)c1cc(Cl)c2nc(-c3ccccc3)c(Cc3ccccc3)n2c1	15%
O=C(Nc1ccc(F)c(Cl)c1)c1cc(C2CCCCN2C(=O)c2ccc3c(c2)CCO3)on1 (configuration not stated)	0%
Clc1nnc(NC2CCCCC2)c(Cl)c1Cl	3%
Cc1cc(Br)cn2c(Cc3ccccc3)c(-c3ccc(Cl)cc3)nc12	-19%
Clc1ccc(-c2nc3c4ccccc4ccn3c2Cc2ccsc2)cc1	-48%
CCOC(=O)N(C)c1c(CC)nc2c(OCc3cc(Cl)cc(Cl)c3)cccn12	-17%
CCc1nc2c(OCc3cccc(Cl)c3)cccn2c1N(C)C(=O)Nc1ccccc1OC	0%
CC1(Cc2cc(Cl)ccc2C(F)(F)F)C(=O)Nc2ccc(S(=O)(=O)NC3CCCCC3)cc21 (configuration not stated)	-39%
O=C(Nc1ccc(Cl)cc1)c1csc([C@H]2C[C@H](O)[C@@H](CO)O2)n1	0%
CCCS(=O)(=O)NC(=O)C1(C)CCN(C(=O)C2(c3ccc(Cl)cc3)CCCC2)C1 (configuration not stated)	7%

This is a subset (hit frequency here may not be typical).
